RBX1-CUL1 inh: human ROC1-CUL1 E3 ligase inhibition; in vitro K48 di-Ub FRET, acceptor:donor ratio, 45 min; inhibition, % at 10 µM; 0.6% of 140,000 active; AID 1347404; in the data active = inhibition above about 25%
Target sequence (P62877 whole entry, looked up): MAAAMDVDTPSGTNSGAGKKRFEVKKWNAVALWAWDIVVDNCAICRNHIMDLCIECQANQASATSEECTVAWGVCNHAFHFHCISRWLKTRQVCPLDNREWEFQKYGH
Target sequence (Q13616 whole entry, looked up): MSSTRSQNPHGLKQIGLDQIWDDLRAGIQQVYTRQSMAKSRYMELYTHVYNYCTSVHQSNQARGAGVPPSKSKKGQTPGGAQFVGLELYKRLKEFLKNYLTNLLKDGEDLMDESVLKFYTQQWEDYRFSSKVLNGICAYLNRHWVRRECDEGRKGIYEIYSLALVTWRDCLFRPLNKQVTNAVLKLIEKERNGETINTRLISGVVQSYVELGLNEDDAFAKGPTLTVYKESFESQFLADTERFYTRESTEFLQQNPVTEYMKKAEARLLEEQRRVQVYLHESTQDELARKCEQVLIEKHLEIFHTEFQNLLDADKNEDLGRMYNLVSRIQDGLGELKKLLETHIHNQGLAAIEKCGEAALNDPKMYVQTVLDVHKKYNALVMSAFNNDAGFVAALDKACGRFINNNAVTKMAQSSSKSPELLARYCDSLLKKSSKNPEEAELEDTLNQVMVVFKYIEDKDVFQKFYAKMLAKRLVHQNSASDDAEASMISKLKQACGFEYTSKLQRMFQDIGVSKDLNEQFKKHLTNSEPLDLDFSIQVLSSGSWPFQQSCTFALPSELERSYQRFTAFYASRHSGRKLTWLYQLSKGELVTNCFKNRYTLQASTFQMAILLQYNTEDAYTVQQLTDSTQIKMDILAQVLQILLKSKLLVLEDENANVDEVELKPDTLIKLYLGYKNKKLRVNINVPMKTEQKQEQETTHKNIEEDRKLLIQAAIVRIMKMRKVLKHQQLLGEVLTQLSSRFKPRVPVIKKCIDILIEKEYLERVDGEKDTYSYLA
* hit, by the source's call.

SMILES	RBX1-CUL1 inh
C=C1C(C)=Nc2c(OC(C)C)nc(N)nc2N1C	8.8
CCOCCOc1cccc(C(=O)O)c1	8.6
COc1cc2c(cc1NC(=O)C/C(C)=N/NC(=O)c1cccs1)oc1ccccc12	-2.4
CCOc1ccccc1NC(=O)c1c(F)c(F)c(F)c(F)c1F	-2.0
Cc1c(Cl)cccc1NC(=O)CC1Oc2ccccc2NC1=O (stereo not given)	-0.9
CCCCCCOc1nc2cc(C)ccc2cc1C	-0.3
Cc1ccc(-n2nnc(C(=O)N(C)C3CCS(=O)(=O)C3)c2C)cc1Cl (stereo not given)	7.2
Cc1ccc(S(=O)(=O)CC(=O)Nc2ccccc2Cl)cc1	3.2
COc1ccc(-c2cc3ccc(O)c(CN4CCOCC4)c3oc2=O)cc1OC	1.7
CCN(CC1CCN(C2CCN(C)CC2)CC1)C(=O)Cc1c(F)cccc1Cl	1.3
CCn1cc(S(=O)(=O)c2cc(C)cc(C)c2)c(=O)c2cc(F)c(N3CCCC3)cc21	4.9
CCOc1ccccc1N1CN(CC)CNC1=S	1.3
CC(C)Cn1cc(C(=O)NCC2(c3ccccc3)CCCCC2)c(=O)c(C(=O)N2CCCCCC2)c1	0.1
N#C/C(=C\c1ccoc1)c1nc(C2CC2)cs1	-23.2
Cc1cc(=O)oc2cc(OC(=O)c3ccccc3F)ccc12	-1.1
CCOC(=O)c1c(-c2ccc(F)cc2)csc1NC(=O)CNCc1ccccc1	-1.6
CCN(CC)CCNC(=O)CCc1nnc(Cc2cccc(C)c2)o1	5.9
Cc1nc(N2CCCC(NCc3cccc(F)c3)CC2)nc2ccc(F)cc12 (stereo not given)	0.1
C/C(=N\NC(=O)c1c(-c2ccccc2)noc1C)c1ccc(NC(=O)c2ccccc2Cl)cc1	-0.1
CSc1cccc(NC(=O)CNS(=O)(=O)c2ccccc2)c1	4.1
CN(C)c1ccnc(SCC(N)=O)c1C#N	-5.6
CC(C)NC(=O)N1C[C@H]2OC(=O)N(CCc3ccc(F)cc3)[C@H]2C1	0.7
Cc1ccc(-c2nc3scc(CCNC(=O)c4cccc(Br)c4)n3n2)cc1	4.4
c1ccc(Nc2c(-c3c[nH]c4ccccc34)nc3ccccn23)cc1	0.6
CC(C)Cn1cc(/C=C2\C(=O)NC(=S)N(c3ccc(F)cc3)C2=O)c2ccccc21	-1.4

An excerpt from above in order of their number in RBX1-CUL1 inh, smallest number first.
SMILES	RBX1-CUL1 inh
COc1cc2c(cc1NC(=O)C/C(C)=N/NC(=O)c1cccs1)oc1ccccc12	-2.4
CCOc1ccccc1NC(=O)c1c(F)c(F)c(F)c(F)c1F	-2.0
Cc1cc(=O)oc2cc(OC(=O)c3ccccc3F)ccc12	-1.1
Cc1c(Cl)cccc1NC(=O)CC1Oc2ccccc2NC1=O (stereo not given)	-0.9
Cc1nc(N2CCCC(NCc3cccc(F)c3)CC2)nc2ccc(F)cc12 (stereo not given)	0.1
c1ccc(Nc2c(-c3c[nH]c4ccccc34)nc3ccccn23)cc1	0.6

Carrying on:
SMILES	RBX1-CUL1 inh
O=C(NC1CC1)c1cc(-n2cnnc2)ccc1Cl	-1.5
COc1ccccc1NC(=O)Cn1cc(S(=O)(=O)Cc2ccccc2)c2ccccc21	-6.7
Cc1ccc(C2=Nc3ccccc3SC(c3cccc([N+](=O)[O-])c3)C2)cc1 (stereo not given)	-2.8
CC1(C)CC(NC(=O)c2ccco2)CC(C)(C)N1	-0.2
CCn1c(CNC(=O)c2cccc(C)c2)n[nH]c1=S	-3.1
Cc1ccc(N2C(=O)C3C4CCCN4C4(C(=O)c5ccccc5C4=O)C3C2=O)c(Br)c1 (stereo not given)	9.6
CCC(C)NC(=O)Cc1ccc(NC(=O)N2CCCCc3ccccc32)cc1 (stereo not given)	-1.9
COc1cc([N+](=O)[O-])ccc1NC(=O)CSc1nnc(Cc2ccccc2)n1C	5.0
CCc1ccc2nc(N(Cc3cccnc3)C(C)=O)sc2c1	-0.6
CCC(C)n1c(C)cn2c3c(=O)n(CC)c(=O)n(C)c3nc12 (stereo not given)	-13.6
CC(Sc1ccc(Cl)cn1)C(=O)O (stereo not given)	5.5
C/C(=N/NC(=S)Nc1ccccc1)c1ccc(Cl)cc1	-1.6
CCC(C)NC(=O)c1cc(NC(C)=O)c2c(c1)nc(-c1ccccc1F)n2CC (stereo not given)	-3.1
Cc1cc(C)c(S(=O)(=O)NCC(c2ccco2)N2CCN(c3ccccc3)CC2)c(C)c1 (stereo not given)	-4.0
Cn1c(C2CCC2)nc2cc(C(=O)N3CCN(c4ccccn4)CC3)cc(NC(=O)C3CCCO3)c21 (stereo not given)	2.2
Cc1cc(Br)cc(C)c1NC(=O)CSc1nc2sc3c(c2c(=O)n1-c1ccccc1)CCCC3	-1.4
CS(=O)(=O)N(CCc1ccccc1)CC(=O)NCc1ccccn1	-15.6
Cc1cc(N)c(C)c([N+](=O)[O-])c1C	3.8
CC1=Nc2nc(CCCO)nn2C(c2ccc(Br)cc2)C1C(=O)Nc1cccnc1 (stereo not given)	7.8
CN1C(C(=O)Nc2ccc(F)cc2F)=CC(c2cccs2)=NS1(=O)=O	6.7
Cn1c(=O)c2nc3c4ccccc4n(CN4CCOCC4)c3nc2n(C)c1=O	4.1
CN(CC(=O)Nc1ccc(Br)cc1F)S(=O)(=O)c1cc(Cl)ccc1Cl	-4.9
CCOc1cc(C2NC(=O)N=C(C)C2C(C)=O)ccc1OC(=O)c1ccccc1 (stereo not given)	-6.0
COc1ccccc1Cn1c(CNS(=O)(=O)c2ccc(Cl)s2)nc2cccnc21	-4.6
COc1ccc(-c2cnnc(N3CCC(N(C)C)C3)n2)c(OC)c1 (stereo not given)	6.0
Additional entries
SMILES	RBX1-CUL1 inh
CCN(CC)C(=O)Cn1cc(C(=O)N2CCc3ccccc3C2)nn1	-0.9
CC(C)CNS(=O)(=O)c1ccc(CCC(=O)N2CCN(C)CC2)cc1	-1.3
CCCCCCSc1nnc(CSc2nc3nc(C)cc(C)n3n2)o1	12.7
Cc1oc(-c2ccccc2NS(=O)(=O)Cc2ccccc2)nc1CNC(=O)C1CC12CCCCC2 (stereo not given)	4.7
CCc1nn(C(C)C(=O)N2CCN(c3cccc(C(F)(F)F)c3)CC2)c(=O)c2cc3occc3n12 (stereo not given)	-1.4
CC1(O)N(CCCCCCN2C(=O)OC3(CCCCC3)C2(C)O)C(=O)OC12CCCCC2 (stereo not given)	-0.6
O=C(Nc1ccccc1F)c1ccc(CSc2nnc(-c3ccncc3)n2-c2ccccc2)cc1	3.6
Cc1ccc(N2C(=O)C3ON(c4ccccc4)C(c4ccco4)C3C2=O)cc1 (stereo not given)	-2.0
CCOc1ccc(S(=O)(=O)Nc2cccc(C)c2)c2cccnc12	-3.4
COCCCNC(=O)Cn1c(=O)nc(-c2ccccc2)c2ccccc21	4.3
CCCCNC(=O)c1nnn(-c2ccccc2OC)c1C	-1.6
CC(C)c1ccccc1NS(=O)(=O)c1ccccc1	13.1
CC1(C)CC(=O)c2cc(-c3ccccc3)n(-c3ccc(S(N)(=O)=O)cc3)c2C1	-15.6
O=C(CC1CS(=O)(=O)CC1CC(=O)Oc1ccccc1Cl)Oc1ccccc1Cl (stereo not given)	2.2
COc1ccc(N2CCN(C(=O)c3c4c(nc5ccccc35)C(=O)N(C3CCCCC3)C4)CC2)cc1	-5.7
Cc1ccccc1C(c1c(C)n(C)n(-c2ccccc2)c1=O)c1c(C)n(C)n(-c2ccccc2)c1=O	7.8
O=C(Nc1cc(Cl)ccc1C(F)(F)F)c1ccco1	0.0
CC1=Nc2nnnn2C(c2cccnc2)C1C(=O)Nc1ccccc1C (stereo not given)	-0.6
CC1CN(C(=O)c2cccc3c2-c2ccccc2C3=O)CC(C)O1 (stereo not given)	-1.0
CCCCCC(C)NC(=O)C1C2CCC(O2)C1C(=O)O (stereo not given)	3.5
COc1ccc(NC(=O)c2oc3ccccc3c2NC(=O)Cc2ccc(F)cc2)c(OC)c1	1.8
O=C(NCc1cccnc1)c1nn(-c2ccc(Cl)cc2)nc1CO	0.1
CCC(=O)N[C@@H]1c2ccccc2C2(CCN(C(=O)CCCC(=O)OC)CC2)[C@H]1OCc1cccnc1	-4.9
COc1ccc(S(=O)(=O)NCCS(=O)(=O)N2CCN(c3ccccc3F)CC2)cc1	-6.4
CN1CCCc2cc(CNC(=O)Cn3ncc(N4CCCC4)cc3=O)ccc21	5.0

Reprinted at random: 3 entries already listed.
SMILES	RBX1-CUL1 inh
CC1=Nc2nnnn2C(c2cccnc2)C1C(=O)Nc1ccccc1C (stereo not given)	-0.6
CCCCNC(=O)c1nnn(-c2ccccc2OC)c1C	-1.6
CCCCCCSc1nnc(CSc2nc3nc(C)cc(C)n3n2)o1	12.7

Next compounds follow:
SMILES	RBX1-CUL1 inh
CCS(=O)(=O)N(C)c1ccc(C(=O)N2CCCCCC2)cc1	6.8
COc1ccc(F)c(CN2CCCC3(CCN(C(=O)CCSC)C3)C2)c1 (stereo not given)	-0.3
CCOC(=O)N1CCN(C(=O)CC2(c3cccc(C(F)(F)F)c3)CC(=O)N(C3CC3)C2=O)CC1 (stereo not given)	-7.5
COC1=CC(=O)OC1[C@@]1(c2ccccc2)OC[C@@H](c2ccccc2)N1S(=O)(=O)c1ccccc1 (stereo not given in full)	-0.3
COc1cc(/C=C2/SC(=O)N(Cc3ccc(Cl)cc3)C2=O)ccc1OCc1ccncc1	-2.7
Fc1c(F)c(F)c2nc3onc(-c4ccccc4)c3cc2c1F	1.7
O=S(=O)(N/N=C1/CCCc2ccccc21)c1ccc(Br)cc1	-2.1
Clc1ccc(Sc2c(-c3ccccc3)nc3sccn23)cc1	-4.1
CCc1cccc(CC)c1NC(=O)CSc1nc2sc3c(c2c(=O)n1-c1ccccc1)CCCC3	-3.0
CCCCS(=O)(=O)N1CCCC(C(=O)Nc2ccccc2Cl)C1 (stereo not given)	-5.1
Cc1cc(C)c(Cn2c3ccccc3c3cnn(CC(=O)NCCCc4ccccc4)c(=O)c32)c(C)c1	0.6
COC(=O)N1CCN(Cc2c(Cl)cccc2Cl)CC1	3.7
CC(Oc1ccc(Br)cc1Br)C(=O)NCCC1=CCCCC1 (stereo not given)	1.7
CCCCOC(=O)c1ccc(OC(=O)C2CCCCC2)cc1	0.4
Cc1ccc(Nc2c(-c3ccsc3)nc3c(C)cccn23)cc1	1.1
Cn1nnc2cc(C(=O)NCc3ccccc3)ccc21	-8.2
COc1ccc2c(c1)OC(C)CN(CC(C)Cc1ccc3c(c1)OCO3)C2 (stereo not given)	-1.2
COc1ccccc1OCC(=O)Nc1c(C(=O)c2ccc(C)cc2)oc2ccccc12	-0.9
Cc1cccc(NC(=O)CSc2nnc(-c3cccs3)o2)c1	2.3
COc1cc2c(cc1OC)CN(C(=O)CCc1nnc(-c3ccsc3)o1)CC2	3.4
Nn1c(COc2ccc(F)cc2)n[nH]c1=S	6.3
CC1CCCN(S(=O)(=O)c2ccc(NC(=O)C(C)C)cc2)C1 (stereo not given)	3.7
CC(C)(C)C1=NN(CC(N)=O)C(=O)SC1	-8.3
COc1ccc2c(c1OC)C(=O)OC2NC(=O)c1cnn(-c2ccccc2)c1N (stereo not given)	7.7
COC(=O)C1CCN(C(=O)CC2(c3ccc(-c4ccccc4)cc3)CC(=O)N(C)C2=O)CC1 (stereo not given)	5.8

An excerpt from above in order of molecular weight, highest first:
SMILES	RBX1-CUL1 inh
COc1ccc(F)c(CN2CCCC3(CCN(C(=O)CCSC)C3)C2)c1 (stereo not given)	-0.3
COc1ccc2c(c1)OC(C)CN(CC(C)Cc1ccc3c(c1)OCO3)C2 (stereo not given)	-1.2
Cn1nnc2cc(C(=O)NCc3ccccc3)ccc21	-8.2

Next records:
SMILES	RBX1-CUL1 inh
CCC(C)NC(=O)c1ccc2c(=O)n3c(nc2c1)CCCCC3 (stereo not given)	-2.0
CC(C)C(NC(=O)c1ccc(F)cc1)c1nnc(SCC(=O)Nc2ccc3ccccc3c2)n1C (stereo not given)	6.1
N#CC1C(=N)Oc2n[nH]c(-c3cccs3)c2C1c1cccc(OCc2c(F)cccc2Cl)c1 (stereo not given)	6.5
Cc1ccc(CNc2nc(CN3C[C@@H]4C[C@@H](C3)c3cccc(=O)n3C4)nc3ccccc23)o1	5.1
COCCCn1c(CN2CCCC(C(C)=O)C2)cnc1S(C)(=O)=O (stereo not given)	4.3
CC(=O)c1ccccc1OCCCN1CCOCC1	3.1
COc1ccc(NC(=O)C2=CC(c3ccco3)=NS(=O)(=O)N2C)cc1OC	2.2
COc1cc(-c2ccccc2)nc2ccccc12	-12.7
COc1ccc(N2CCN(S(=O)(=O)CCNC(=O)C(c3ccccc3)c3ccccc3)CC2)cc1	3.9
Cc1cc(=O)[nH]c(-c2cccc(CN3CCC(Oc4cccnc4)CC3)c2)n1	4.7
Cn1ncc2c(NCc3ccc(F)cc3)ncnc21	-7.0
COc1ccccc1CCNC(=O)C1CCN(c2nnc(-n3cccc3CNc3ccc(C)cc3)s2)CC1	-5.4
C=CCn1c(SCC(=O)Nc2sc3c(c2C(=O)OC)CCCC3)nc2scc(-c3ccc(C)cc3)c2c1=O	2.2
COc1ccc(-c2cc(C(F)(F)F)nc(SCCC(=O)Nc3c(C)cccc3C)n2)cc1	-2.0
CCOc1ccc(CNc2ccc(Oc3ccccc3)cc2)cc1	-6.9
CCN(Cc1ccccc1)C(=O)CCC1(Cc2ccc3ccccc3c2)CCC(=O)N1 (stereo not given)	2.1
CN1C(=O)C2C3C=CC(CC3)C2C1=O (stereo not given)	3.6
COc1ccc(S(=O)(=O)NCCSc2nnnn2-c2ccccc2)cc1OC	-1.3
COc1ccc(-c2c3c(nc4sc5c(ncn6c(C)nnc56)c24)CCCC3)cc1	3.4
COc1ccc(N2CC(C(=O)NC3CC3)CC2=O)cc1 (stereo not given)	-6.6
O=C(Nc1nc(-c2ccc(Cl)cc2)cs1)c1cncc(Br)c1	5.6
CC1(C)CC(=O)C2C(=Nc3ccccc3NC2c2ccc(F)cc2)C1 (stereo not given)	-7.7
CC[C@@]12C=C(S(=O)(=O)c3ccc(Cl)cc3)C[C@]1(C)C=C(S(=O)(=O)c1ccc(Cl)cc1)C2	-5.6
O=C(NC(=S)N1CCCCCC1)c1ccccc1	-0.3
CC1=C(c2ccc(C)cc2)S(=O)(=O)N(Cc2ccc(C(=O)NCc3ccccc3)cc2)C1=O	1.2
Cc1ccc(CNS(=O)(=O)Cc2ccccc2F)cc1	-5.3

Assay outcomes from PubChem.

Some of the compounds tested; rates above refer to the full screens.
